# Source: PubChem BioAssay
# Tau fibril FP: blocks human tau fibril formation measured by polarization | Potency, µM (top dose mostly 57.7 µM), inactives show top-dose activity, negative = inhibition, most hits filed as inhibitors | P10636 | hit rate 0.39% among 280,000 | AID 1468 | K18 P301L tau heparin fibrillization, Alexa594 FP, 6 h; further: on the % scale 0 is the no-effect control and ±100 the full control effect; nearly all actives have a fitted effect of over 55% in size
# Target sequence (P10636 561-689 P618L limits assumed): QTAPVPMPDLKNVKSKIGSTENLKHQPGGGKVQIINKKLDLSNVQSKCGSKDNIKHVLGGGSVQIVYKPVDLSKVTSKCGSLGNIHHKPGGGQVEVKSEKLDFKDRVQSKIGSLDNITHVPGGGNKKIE
#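 FP of Alexa 594-tau after heparin (20 uM) induction. Substrate: human K18 P301L, 15 uM unlabeled, 0.24 uM labeled. Buffer 100 mM sodium acetate pH 7. 6 hr, 37 C.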
# TRb SRC2 PPI: inhibitors of human thyroid hormone receptor beta-SRC2 interaction. Potency, µM (titrated, usually from 106 µM), inactives show at the top dose activity change, negative = inhibition, usual class: inhibitors. hit rate 0.065% among 280,000. AID 1469. TRbeta-SRC2 peptide binding, fluorescence polarization; receptor liganded with 1 µM T3. P10828;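 further: plate controls were bound peptide for no effect and peptide without receptor for full effect; nearly all actives have a fitted effect of over 50% in size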
#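 Assay buffer: 20 mM Tris-HCl, 100 mM NaCl, 10% glycerol, 1 mM EDTA, 0.01% NP-40, 1 mM DTT, 1 uM T3, 5% DMSO; TRb LBD 0.6 uM, Texas Red SRC2 20 nM; FP after 5 hr.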
# Tau fibril ThT: blocks human tau fibril formation measured by thioflavin T | P10636 | recombinant tau K18 P301L, heparin-induced fibrillization, ThT fluorescence | Potency, µM (series often up to 57.4 µM), inactives show top-dose activity, negative = inhibition, actives largely listed as inhibitors | hit rate 2.1% among 270,000; further: on the % scale 0 is the no-effect control and ±100 the full control effect; nearly all actives have a fitted effect of over 55% in size
#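 Heparin-induced fibrillization of the P301L-mutant K18 repeat-domain fragment of human tau was followed by ThT binding in quantitative high-throughput format.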
# TR SRC2 fluor cs: counter-screen for TRb-SRC2 inhibitors: fluorescence interference | hit rate 0.29% among 280,000 | TRb/SRC2 Texas Red total fluorescence interference | AID 1479 | Potency, µM (titrated, usually from 106 µM), without a hit: at the highest dose fluorescence change, negative = quenching; active means well fitted curve in either direction with a large enough effect; inconclusive means small, poorly fitted or top-dose-only effect; further: on the % scale 0 is the no-effect control and ±100 the full control effect
#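 Flags fluorescent or light-absorbing compounds by total fluorescence, S + 2P, at 555 nm excitation and 632 nm emission. Mixture: 20 nM Texas Red SRC2 peptide, 0.6 uM human TRb LBD, 1 uM T3, 5% DMSO; compound exposure 5 h at ambient temperature.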
# L3MBTL1 block: L3MBTL1 (human) inhibition; Q9Y468; AlphaScreen L3MBTL1–H3K9me1 peptide binding; Potency, µM (titrated, usually from 57.1 µM), without a hit: at the highest dose activity, negative = inhibition, hits mostly inhibitors; hit rate 0.66% among 230,000; AID 485360; further: on the % scale 0 is the no-effect control and ±100 the full control effect; nearly all actives have a fitted effect of over 60% in size
#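 L3MBTL1 (50 nM) pre-complexed 30 min with biotinylated H3(1-15)K9me1 peptide (75 nM), then compounds added for 30 min at room temperature; AlphaScreen streptavidin donor/nickel chelate acceptor beads (10 ug/mL final) read after 30 min dark incubation.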
# Tau fluor cs: counter-screen for tau fibril formation inhibitors. tau K18 P301L (four-repeat tau fragment) Alexa594 fluorescence, heparin fibrillization. Potency, µM (titrated, usually from 57.7 µM), inactives show at the top dose activity change, negative = decrease. hit rate 0.93% among 280,000; further: on the % scale 0 is the no-effect control and ±100 the full control effect; nearly all actives have a fitted effect of over 55% in size
#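 Human K18 P301L tau (15 uM unlabeled plus 0.24 uM Alexa 594-labeled, final) in 100 mM sodium acetate pH 7 was mixed with compound and 20 uM heparin and incubated 6 hr at 37 C.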
# RECQ1 helicase: inhibitors of human RECQ1 DNA helicase; hit rate 0.54% among 240,000; P46063; RECQ1 DNA unwinding, red fluorescence kinetic read; AID 2549; Potency, µM (highest dose often 57.3 µM), inactives show at the highest dose activity, negative = inhibition, actives largely listed as inhibitors;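 further: plate controls were vehicle for no effect and no enzyme for full effect; nearly all actives have a fitted effect of over 30% in size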
# Target sequence (P46063 whole entry, looked up): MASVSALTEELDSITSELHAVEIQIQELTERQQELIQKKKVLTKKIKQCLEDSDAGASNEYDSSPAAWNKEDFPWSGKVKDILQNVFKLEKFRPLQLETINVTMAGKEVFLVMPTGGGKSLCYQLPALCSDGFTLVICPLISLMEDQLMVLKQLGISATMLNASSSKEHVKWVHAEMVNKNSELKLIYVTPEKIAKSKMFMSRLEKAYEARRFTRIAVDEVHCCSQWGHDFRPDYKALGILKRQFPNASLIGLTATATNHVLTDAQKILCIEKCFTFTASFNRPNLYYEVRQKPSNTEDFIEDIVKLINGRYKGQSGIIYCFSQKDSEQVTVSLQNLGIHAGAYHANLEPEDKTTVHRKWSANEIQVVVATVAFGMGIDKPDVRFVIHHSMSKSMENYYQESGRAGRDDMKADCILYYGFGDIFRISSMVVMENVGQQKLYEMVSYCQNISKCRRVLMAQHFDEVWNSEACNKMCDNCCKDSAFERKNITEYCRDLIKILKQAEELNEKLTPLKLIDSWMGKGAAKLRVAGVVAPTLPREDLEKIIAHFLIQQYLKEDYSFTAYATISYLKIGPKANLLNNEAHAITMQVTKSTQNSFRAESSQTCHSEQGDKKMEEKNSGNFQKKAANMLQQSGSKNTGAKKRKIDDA
#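 50 nM RECQ1T1 preincubated 15 min with compound in Tris pH 8.0 buffer with MgCl2, DTT, Tween-20 and 2.5 ug/ml poly(dI-dC); started with 200 nM TAMRA/BHQ-2 forked duplex and 2 mM ATP. Unwinding read as fluorescence (525/598 nm), two reads 2 h apart.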
# HTT cytoprotect: cytoprotection in Huntington HTT-Q103 PC12 cell model; PC12 HTT-Q103 induced, cytoprotection, ATP luminescence, 40 h; Potency, µM (top dose mostly 56.4 µM), inactives show cytoprotection (ATP increase), most hits filed as activators; hit rate 0.14% among 230,000; AID 1471;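 further: % of control where 0% means no effect; nearly all actives have a fitted effect of over 45% in size; toxic huntingtin expression switched on by the ecdysone agonist tebufenozide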
#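 Quantitative HTS on tebufenozide-induced (100 nM) PC12 cells expressing HTTQ103 exon 1–GFP; compounds tested as a concentration series; survival measured via cellular ATP.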
# Active calls of the source: *; i = inactive; ? = inconclusive; nt = no result given; [ ] = remark or other dose. Unless noted, the call rests on the fitted dose curve; in most records, active means well fitted curve in the direction sought with a large enough effect; inconclusive means small, poorly fitted or top-dose-only effect, or another doubt; inactive means no such curve, though single readings can be large; an effect the other way counts as inactive or inconclusive. Potency means the concentration at half of the fitted maximal effect.
canonical_smiles | Tau fibril FP | TRb SRC2 PPI | Tau fibril ThT | TR SRC2 fluor cs | L3MBTL1 block | Tau fluor cs | RECQ1 helicase | HTT cytoprotect
COc1ccc(CNC(=O)C2(C)Cc3ccccc3C(=O)O2)cc1 (stereo unspecified) | 2% | -6% | 10% | -1% | 2% | 3% | i | 12%
CCOC(=O)c1c(NS(=O)(=O)Cc2ccccc2)sc2c1CCCC2 | 3% | -6% | ? | 0% | nt | -26% | -10% | 4%
CCOn1c(SC(C)C)nc2ccccc2c1=O | 2% | -6% | -12% | -1% | nt | -5% | 17% | 5%
COC(=O)c1ccc(S(=O)(=O)N2CCCCC2)o1 | -2% | -10% | -10% | -4% | nt | -5% | -16% | 5%
CCc1nonc1NC(=O)c1oc2cc(C)c(C)cc2c1C | -2% | 4% | -8% | 0% | nt | 0% | nt | nt
CCOC(=O)c1[nH]cnc1C(=O)NC1CCCCC1 | 1% | -10% | -12% | -6% | nt | -1% | -9% | 11%
COc1ccc(C(=O)O/N=C(\N)c2ccncc2)cc1OC | 1% | 0% | -8% | 7% | 7% | -2% | -6% | -3%[1.9 µM]
COc1ccc(F)cc1S(=O)(=O)NC(Cc1ccccc1)C(N)=O (stereo unspecified) | -6% | 1% | 0% | 0% | 1% | 2% | 0% | -6%
Cc1noc(C)c1-c1nc(N2CCNCC2)c2ccccc2n1 | -15% | -1% | -6% | -3% | nt | -19% | -10% | 8%
Nc1cc(N)c(OCC(F)(F)F)cc1OCC(F)(F)F | 13µM* | ? | 3.2µM* | 14% | ? | ? | -10% | -21%
COc1ccccc1CNC(=O)c1cccc(S(=O)(=O)N2CCN(C)CC2)c1 | 3% | -5% | 9% | -2% | -4% | 7% | -3% | -24%
CC(C)(C)c1ccc(NC(=O)Nc2ccc(OCC(=O)N3CCOCC3)cc2)cc1 | 19% | -2% | -18% | -1% | nt | 20µM*[quencher] | -6% | -152%[inhibitor]
O=C(NCCc1ccc(Cl)cc1)C1CCN(S(=O)(=O)N2CCC3(CC2)OCCO3)CC1 | 2% | 6% | -3% | 4% | 5% | -3% | i | 1%
CCN(CC)C(=O)C1CCN(c2nnc(C)c3c(C)n(-c4ccc(Cl)cc4)nc23)CC1 | -1% | -5% | 0% | 0% | nt | -2% | nt | nt
CCc1ccc(NC(=O)CCn2cccc2)cc1 | -5% | -19% | -11% | 2% | nt | -18% | -5% | 12%
Cc1ccc(-c2cn(-c3cccc(Cl)c3)c(S(=O)(=O)CC(=O)Nc3ccccc3F)n2)cc1 | ? | -6% | ? | -1% | nt | -30% | nt | nt
O=C(Cn1cc(C(=S)N2CCOCC2)c2ccccc21)N1CCOCC1 | -9% | -8% | 3% | 1% | nt | 0% | i | -7%
O=C1CCC(CCC(=O)N2CCCC(C(=O)c3cccc(C(F)(F)F)c3)C2)=NN1 (stereo unspecified) | -6% | -10% | -11% | -7% | -2% | -4% | -2% | -28%
O=C(Nc1cccc(Cl)c1)Nc1nnc(-c2ccccc2)o1 | 8% | 0% | -6% | 2% | 5% | 1% | -16% | -8%
Cc1cccc(Nc2ncnc3ccc(Br)cc23)c1 | 3% | -5% | -8% | 1% | -21% | -7% | i | -2%
O=C1CC(C(=O)N2CCC(N3CCC(C(=O)NC4CC4)CC3)CC2)c2ccccc21 (stereo unspecified) | -13% | -5% | -11% | -2% | 53%[activator] | -6% | i | -10%[10 µM]
Cc1cc(C)c(C)c(S(=O)(=O)NCC(=O)O)c1C | -4% | 7% | -1% | 0% | nt | -9% | -10% | 9%
COc1cc2c(cc1OC)C(C)N(C(=O)c1cc3c(s1)-c1c(C)cccc1OC3)CC2 (stereo unspecified) | -3% | 2% | ? | -1% | 5% | -18% | -13% | nt
COc1ccc(OCCC(=O)N2CCCCC2)cc1 | -3% | -6% | -4% | -1% | 3% | 3% | i | -9%
O=C(CCCN1C(=O)c2ccccc2C1=O)Nc1ccccn1 | 6% | -6% | 1% | -3% | 7% | 4% | -2% | 18%[10 µM]
CCCCNC(=O)CCc1c(C)nc2cc(-c3ccccc3)nn2c1C | 3% | 2% | -10% | -10% | nt | -3% | nt | nt
COc1ccc(CCNC(=O)c2cc3c(s2)-c2c(C)cccc2OC3)c(OC)c1 | 0% | -6% | ? | -11% | nt | ? | nt | nt
COc1ccc(N(C(=O)c2ccncc2)S(=O)(=O)c2cccs2)cc1 | nt | -2% | nt | 1% | nt | nt | -3% | -16%[10 µM]
Cc1ccc(S(=O)(=O)N(C)C)cc1NC(=O)Nc1c(-c2ccccc2)noc1C | -2% | 3% | 2% | -2% | -1% | -8% | i | 24%[10 µM]
O=C(NCc1ccco1)c1ccc(Cn2c(=O)c3sccc3n(Cc3cccc(F)c3)c2=O)cc1 | 0% | -17% | -1% | 3% | nt | -21% | -6% | -20%
CCC[C@H]1C(=O)N2C(N(C)C)=Nc3ccc(C)cc3N2C1=O | nt | -5%[53 µM] | nt | -1%[53 µM] | nt | nt | i | ?
Cc1ccc(C)c(CSc2nnc(C)c(=O)n2N)c1 | 1% | -5% | 8% | 0% | 5% | 5% | -3% | nt
COc1ccc(S(=O)(=O)NCC(c2cccnc2)N2CCN(c3ccccc3)CC2)cc1C (stereo unspecified) | 4% | 9% | -27% | 2% | nt | -17% | -2% | -6%
O=C(Oc1ccc(-c2csnn2)cc1)C1CC1 | -4% | 6% | -2% | -1% | 9% | -8% | i | 18%[10 µM]
CC(=O)c1ccc(Oc2cc(C)nc(N3CCOCC3)n2)cc1 | 0% | -2%[53 µM] | 3% | -1%[53 µM] | 8% | 8% | -8% | -6%[10 µM]
CN(CC(=O)N1CCc2ccccc21)S(=O)(=O)c1cccc2cccnc12 | -10% | -4% | -5% | 0% | 2% | -10% | -5% | 5%
CC(=O)Oc1ccc(C(=O)OCC(=O)c2c(N)n(C)c(=O)n(C)c2=O)cc1OC(C)=O | -3% | 4% | ? | 1% | -3% | -4% | i | -14%[10 µM]
CCCCOC(=O)c1ccc(OC(=O)c2sc3ncn(Cc4cccc(F)c4)c(=O)c3c2C)cc1 | -13% | -1% | -15% | -6% | nt | -21% | nt | nt
Cc1ccc(C)c(NC(=O)COC(=O)CCC(=O)c2cccs2)c1 | -3% | 5% | -9% | 0% | 21% | -4% | i | 8%[10 µM]
CC(=O)Nc1ccc(NS(=O)(=O)c2ccc3ccccc3c2)cc1 | -9% | -1% | 0% | 2% | nt | -16% | -2% | 11%
COc1ccc2[nH]c3c(=O)n(Cc4ccc(C(=O)NCC5CCCO5)cc4)c(=S)[nH]c3c2c1 (stereo unspecified) | -2% | 3% | 7% | -2% | -2% | -3% | 20µM* | -1%
CC(=O)Nc1ccc(Oc2nc(C)cc(C)n2)cc1 | -2% | -4% | -4% | -2% | nt | 4% | -2% | 3%
COc1cc(/C=C/C(=O)OCC(=O)NC(=O)NC(C)(C)C)ccc1OCC#N | -8% | -2% | -5% | 1% | -1% | -13% | -2% | 5%[10 µM]
Fc1ccc(N2CCN(c3nc4ccccc4c4nc(-c5ccccc5)nn34)CC2)cc1 | 2% | -2% | 10% | -11% | nt | -9% | nt | nt
COc1cc(N=CC2=C(O)c3ccccc3C2=O)cc(OC)c1 | 15% | 6% | ? | 0% | -6% | -2% | i | -11%[10 µM]
Cc1ccc(CN(C(=O)Cn2nnc3ccccc32)C(C(=O)NCc2ccco2)c2cccs2)cc1 (stereo unspecified) | 5% | -10% | ? | 3% | -14% | -8% | i | -14%[10 µM]
CCOC(=O)c1cnn(-c2ccc(C)cc2)c1N | 1% | 8% | -13% | 1% | nt | -5% | -10% | -11%
COC(=O)c1sccc1NC(=O)CSc1ccccc1NS(=O)(=O)c1ccc(Br)cc1 | -2% | -10% | -14% | -2% | -5% | ? | -8% | 0%[10 µM]
O=C(Nc1cccc(-c2nc3cc(Cl)ccc3o2)c1)c1cc([N+](=O)[O-])ccc1N1CCOCC1 | -9% | 5% | -15% | 3% | nt | ? | nt | nt
CCNc1nnc(-c2ccncc2)s1 | -6% | -7% | -3% | -2% | -6% | -3% | 0% | -8%
CC(=O)c1cccc(NC(=O)COc2ccccc2C(=O)c2cc(C#N)c(=O)n(C3CCCCC3)c2)c1 | 6% | 0% | -13% | -2% | 1% | -28% | i | 8%[10 µM]
COc1cc(/C=N/NC(=O)C(=O)NCC2CCCO2)cc(Cl)c1O (stereo unspecified) | 1% | 1% | -6% | -1% | 6% | 8% | -1% | 15%[10 µM]
Cc1[nH]n(C(N)=S)c(=O)c1N=Nc1cc(-c2ccc(Br)cc2)[nH]n1 | 3% | -3% | 2.2µM* | -16% | -4% | ? | 0% | -60%[inhibitor]
CC1=C(C(=O)N2CCOCC2)C(c2c(F)cccc2F)NC(=O)N1 (stereo unspecified) | -3% | -4% | 4% | -1% | 4%[11.4 µM] | 1% | -2% | 17%
COc1ccc(N2C(=O)CCC(C(=O)NCc3ccccn3)C2c2ccc(OC)c(OC)c2)cc1 (stereo unspecified) | 10% | -8% | 3% | -3% | -4% | 8% | 2% | -2%[10 µM]
CCOC(=O)c1c(N)c(C#N)c2n1CCCC2 | -1% | -7% | 2% | -5% | 27% | -3% | -11% | -83%[inhibitor]
C=CCN1C(=O)C(C)(C)Nc2ccccc21 | 2% | -6% | -5% | -1% | nt | 1% | -3% | -2%[10 µM]
O=C(CCc1ccccc1)NCc1nc2cccnc2n1Cc1ccc(F)cc1 | -4% | -5% | -2% | -3% | nt | -12% | nt | nt
CN(C)Cc1ccccc1-c1cc(NC2CC2)ncn1 | 6% | -6% | -8% | -1% | nt | -5% | 2% | 9%

# These rows are one share of the data. The share of hits here may be higher or lower than overall.
